RmlCD inh 1536: M. tuberculosis RmlC/RmlD coupled enzyme inhibitors, primary screen, biochemical, compound mixtures, 384-well, from 1536-well plates | dTDP-4-dehydrorhamnose reductase (Mycobacterium tuberculosis (strain ATCC 25618 / H37Rv)) … | RmlC+RmlD coupled enzyme assay, percent inhibition; primary screen in compound mixtures | inhibition, % at 3.6 µM | AID 1533, 2009 | 0.03% of 160,000 active; in the data active means inhibition mostly above about 34%, no sharp cut-off; further: some results filed as inactive read as strong as hits
Target sequence (P9WH09 whole entry, looked up): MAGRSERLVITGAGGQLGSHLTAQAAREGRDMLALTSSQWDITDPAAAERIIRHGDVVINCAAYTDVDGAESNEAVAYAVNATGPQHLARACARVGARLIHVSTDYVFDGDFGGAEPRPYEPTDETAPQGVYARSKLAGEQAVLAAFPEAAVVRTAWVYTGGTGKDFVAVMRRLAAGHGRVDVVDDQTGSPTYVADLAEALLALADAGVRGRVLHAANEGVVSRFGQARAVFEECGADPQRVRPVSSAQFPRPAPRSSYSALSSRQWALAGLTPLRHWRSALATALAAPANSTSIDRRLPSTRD
Target sequence (P9WH11 whole entry, looked up): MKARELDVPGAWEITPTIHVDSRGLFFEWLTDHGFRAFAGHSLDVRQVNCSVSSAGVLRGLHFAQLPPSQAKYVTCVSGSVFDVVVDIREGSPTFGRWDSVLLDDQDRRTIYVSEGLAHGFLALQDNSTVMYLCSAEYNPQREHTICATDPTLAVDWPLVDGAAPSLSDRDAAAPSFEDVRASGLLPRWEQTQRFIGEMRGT
GlmU inhibition: inhibition of mycobacterial GlmU enzyme – biochemical, glucosamine-1-phosphate acetyltransferase (AID 1376); M. tuberculosis GlmU acetyltransferase enzyme assay; higher % means a stronger effect; inhibition, %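 (tested at 30 µM in the primary screen)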; hits with a dose series show IC50 in µM; 0.25% of 220,000 active; in the data active means inhibition above about 13%;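 further: 0% = complete reaction with vehicle and 100% = reaction without substrate; strong numbers were not always called active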
Numbers without * were called inactive; nt = not tested or not shown. Some of the compounds tested; the hit share may differ from the screen's.

Order of results: RmlCD inh 1536, GlmU inhibition
[1] COC(=O)c1cc2sc(Cl)cc2n1CC(=O)NCC1CCCO1 (stereo unspecified)
→ nt, -4.7%
[2] CCOc1ccccc1N(CC(=O)NC1CCCCC1)C(=O)CNC(=O)c1ccco1
→ nt, 6.3%
[3] COc1cc(NC(=S)N2CCC(C(O)(c3ccccc3)c3ccccc3)CC2)cc(OC)c1
→ -7, -0.9%
[4] CCC(=O)N(Cc1cc(=O)[nH]c2ccccc12)C1CCCCC1
→ -7, 0.9%
[5] CC(=O)N1CCN(C(=S)NC(=O)c2c(-c3ccccc3Cl)noc2C)CC1
→ -8, 1.2%
[6] COc1ccc(-n2cc(CN(C)Cc3n[nH]c(=O)[nH]3)c(-c3cccc(F)c3)n2)cc1
→ -8, -4.5%
[7] CCC(C)(C)n1nnnc1C(C(C)C)N(Cc1cccnc1)Cc1ccco1 (stereo unspecified)
→ 4, 0.6%
[8] CCC(=O)NC(=S)Nc1ccc(NC(=O)c2ccco2)c(OC)c1
→ nt, -1.5%
[9] COc1ccccc1N(C)S(=O)(=O)c1ccc(C(=O)OCC(=O)NCCC2=CCCCC2)cc1
→ 4, 2.0%
[10] O=C(Nc1cccc(Cl)c1)c1ccc(NCCCN2CCOCC2)c([N+](=O)[O-])c1
→ nt, -0.6%
[11] COc1ccc(/C=N/Nc2nccnc2Cl)cc1
→ -8, -7.4%
[12] Cc1cc(C(=O)NN=C2CCCCCC2)c(C)o1
→ -12, -1.4%
[13] CCS(=O)(=O)c1nc2ccccc2n1CC(=O)N1CCCCC1
→ 31, 1.4%
[14] O=[N+]([O-])c1ccc2nc(-c3ccccc3)n(OCc3ccc(Cl)cc3)c2c1
→ nt, 3.8%
[15] COc1ccc2[nH]cc(C(=O)CN3CCN(C(=O)c4ccco4)CC3)c2c1
→ 7, -0.8%
[16] CN(C)c1ccc(/C=N/N=C2/NC(=O)/C(=C/c3ccc([N+](=O)[O-])cc3)S2)cc1
→ -7, nt
[17] O=C(NCc1ccco1)C1c2ccccc2Oc2ccccc21
→ 5, -3.0%
[18] Fc1ccccc1-c1nc(NCc2ccco2)c2ccccc2n1
→ 3, 5.2%
[19] C/C=C(\C)C(=O)OC1C(C)=C2C(C1OC(=O)CCCCC)C(C)(OC(C)=O)CC(OC(=O)CCC)C1(O)C2OC(=O)C1(C)O (stereo unspecified)
→ nt, -3.6%
[20] Cc1ccc(-c2nnc(N3CCCCC3)c3ccccc23)cc1S(=O)(=O)N(C)C
→ 1, 1.4%
[21] COc1ccc(CNC(=O)c2ccc(CS(=O)(=O)Cc3ccccc3F)o2)cc1
→ -1, 1.6%
[22] COc1ccc(C(=O)N/N=C\c2coc3ccccc3c2=O)cc1
→ 13, 1.9%
[23] O=c1[nH]c2ccc(S(=O)(=O)N3CCN(C4CCCCC4)CC3)cc2[nH]c1=O
→ 7, -3.3%
[24] Cc1cccc(N2C(=O)CC(N3CCN(c4cccc(C(F)(F)F)c4)CC3)C2=O)c1 (stereo unspecified)
→ -6, -1.6%
[25] CC(=O)N1CCN(c2ccc(NC(=O)c3ccc(Br)o3)cc2Cl)CC1
→ -11, -2.4%
[26] CNC(=O)COC(=O)c1ccc(-c2nc3ccccc3s2)s1
→ nt, 3.8%
[27] O=C(CSc1nnc(-c2ccccc2)n1-c1ccc(Cl)cc1)N/N=C/c1ccccc1C(=O)O
→ 35, 4.1%
[28] CCc1sc(C(=O)Nc2cccc(C(C)=O)c2)cc1C
→ 0, -2.7%
[29] O=C(c1ccccc1NS(=O)(=O)c1ccc(Br)s1)N1CCOCC1
→ 12, 6.1%
[30] S=C(NCC(c1ccco1)N1CCCC1)Nc1ccccc1 (stereo unspecified)
→ 1, 7.4%
[31] COCCNC(=O)c1cnn2c(C(F)F)cc(-c3ccccc3)nc12
→ 5, 0.6%
[32] Cc1nn(CC(=O)Nc2ccc(Cl)c(S(=O)(=O)N(C)C)c2)c(C)c1[N+](=O)[O-]
→ 4, -2.3%
[33] Cc1cc(N2CCN(C)CC2)nc2ccc(NC(=O)c3ccc4c(c3)OCO4)cc12
→ -7, -6.6%
[34] COc1ccccc1C(C[N+](=O)[O-])c1c(N)n(C)c(=O)n(C)c1=O (stereo unspecified)
→ -8, 4.4%
[35] CC(=O)c1ccc(NC(=O)N2C3CCC2CC(O)(c2cccnc2)C3)cc1 (stereo unspecified)
→ -13, -6.7%
[36] Cc1cc(C)c(S(=O)(=O)N(CC(=O)O)C2CCCCC2)c(C)c1
→ 7, -4.9%
[37] Cc1cnnc2c1-c1nonc1CC2
→ 11, -5.8%
[38] N#Cc1cc(-c2ccccc2)[nH]c1-c1nccc2ccccc12
→ nt, 3.1%
[39] O=C(c1cccc(N2C(=O)C3CC=CCC3C2=O)c1)N1CCCc2ccccc21 (stereo unspecified)
→ -11, 3.0%
[40] CC(=O)N1CCN(C(=S)NCc2ccccc2)CC1
→ nt, -1.6%
[41] O=[N+]([O-])c1cccc(-c2nnc(-c3ccc4c(c3)OCO4)o2)c1
→ -7, -4.4%
[42] Cc1ccc(C(C(=O)NC2CCCCC2)N(Cc2ccco2)C(=O)Cn2cnc3ccccc32)cc1 (stereo unspecified)
→ nt, 0.2%
[43] Cn1cc(C[C@H](NC(=O)OC(C)(C)C)C(=O)N[C@@H](CO)Cc2ccccc2)c2ccccc21
→ nt, 4.5%
[44] O=C(NC1CCCCCC1)C1Cc2ccccc2CN1C(=O)c1ccco1 (stereo unspecified)
→ -9, 1.1%
[45] COc1cccc(C(=O)Nc2cccc(OCC(=O)O)c2)c1
→ nt, 0.9%
[46] O=C(CSc1nnnn1-c1ccccc1)Nc1ncc(Cc2cc(Cl)ccc2Cl)s1
→ nt, -0.6%
[47] CSc1ccccc1-n1nnnc1SCC(=O)Nc1ccccc1C
→ 9, 2.8%
[48] COc1ccc(NC(=O)Nc2cccc(C)n2)cc1
→ nt, 5.9%
[49] COc1ccc(-n2c(SCC(N)=O)nnc2-c2ccccc2F)cc1
→ 16, -2.2%
[50] Cc1cc(C)c(OC2(c3ccccc3)OC(=O)c3ccccc32)c(C)c1 (stereo unspecified)
→ 4, 1.1%
[51] COc1cccc(-n2cc(CN(C)Cc3nc(Cc4cccc(F)c4)no3)cn2)c1
→ 0, -6.3%
[52] COc1cccc(/C=N/n2cnc3cc(C)c(C)cc32)c1OC
→ -5, 4.8%
[53] c1ccc(Cc2nnc3sc(-c4cccs4)nn23)cc1
→ 1, 2.6%
[54] CC1=NN2C(=N)/C(=C\c3ccc(SCc4ccccc4)o3)C(=O)N=C2S1
→ nt, 12%
[55] O=C(CSc1nnc(-c2ccccc2F)n1CCc1ccccc1)Nc1ccc2[nH]c(=O)[nH]c2c1
→ 6, 1.3%
[56] Nc1c(-c2ccccc2)c(CN2CCOCC2)nn1-c1cccc([N+](=O)[O-])c1
→ -6, -6.6%
[57] O=C(CCCSc1nc2sc3c(c2c(=O)[nH]1)CCC3)NCCCO
→ nt, 4.6%
[58] Cc1ccoc1C(=O)NCCCNC(=O)c1occc1C
→ -9, 1.0%
[59] CC(=O)c1ccc(OCC(O)CN2CC(C)OC(C)C2)cc1 (stereo unspecified)
→ 12, 0.9%
[60] CCCCCCCC(=O)N/N=C/c1ccc([N+](=O)[O-])o1
→ -4, 1.0%

Profiles, quoted from the list. Order of values: RmlCD inh 1536 | GlmU inhibition
COc1cccc(/C=N/n2cnc3cc(C)c(C)cc32)c1OC as listed: -5 | 4.8%
COc1ccccc1C(C[N+](=O)[O-])c1c(N)n(C)c(=O)n(C)c1=O (stereo unspecified) as listed: -8 | 4.4%
COCCNC(=O)c1cnn2c(C(F)F)cc(-c3ccccc3)nc12 as listed: 5 | 0.6%
Cc1cc(C)c(S(=O)(=O)N(CC(=O)O)C2CCCCC2)c(C)c1 as listed: 7 | -4.9%
Cc1cnnc2c1-c1nonc1CC2 as listed: 11 | -5.8%

Continued:
Order of results: RmlCD inh 1536, GlmU inhibition
[61] CC(=O)Nc1sc2c(c1CN1CCCC1)CCCC2
→ nt, -1.1%
[62] Cc1cc(Oc2nc3c(C)cccn3c(=O)c2/C=C(\C#N)S(=O)(=O)c2ccccc2)ccc1Cl
→ -11, 5.4%
[63] CCCCNCc1cc(Br)c(OCC(=O)N2CCOCC2)c(OC)c1
→ -4, -0.8%
[64] Nc1ccccc1Nc1cc(-c2ccccc2)[nH]n1
→ -3, 4.1%
[65] N=c1n(CCO)c2ccccc2n1Cc1ccc(Cl)cc1
→ nt, 2.9%
[66] O=C(Cc1coc2ccc3ccccc3c12)NCc1cccs1
→ -5, -5.4%
[67] Cc1csc(NC(=O)C2CCCC2)n1
→ nt, 6.8%
[68] CCCCc1nc2ccccc2c(=O)n1NC(=O)c1c(O)c2ccccc2n(C)c1=O
→ -14, -1.8%
[69] O=C(NCC(c1cccnc1)N1CCN(c2ccccc2F)CC1)c1ccccc1 (stereo unspecified)
→ -3, -5.9%
[70] O=C(CSc1nnc(Cc2cccs2)n1Cc1ccco1)Nc1cccc(Cl)c1
→ nt, 1.3%
[71] CCN(CC)S(=O)(=O)c1cccc(-c2nnc(SCC(=O)NC3CCCCCC3)n2N)c1
→ -4, 6.2%
[72] COC(=O)C12CC3CC(C1)CC(n1cnc(Cl)n1)(C3)C2
→ nt, 4.2%
[73] COc1ccc(C(=O)/C=C/c2ccc(C)cc2)c(OC(=O)c2ccc([N+](=O)[O-])cc2)c1
→ -3, 2.2%
[74] O=C(O)CCc1nn2c3ccccc3n(CCN3CCCCC3)c2nc1=O
→ nt, 0.1%
[75] COc1ccc(C/C(N)=N/O)cc1
→ 6, 6.0%
[76] OCCNc1nc(-c2cccnc2)nc2ccccc12
→ 8, 1.1%
[77] CCOCCn1c(CN2CCCCC2C)nc2c1c(=O)n(C)c(=O)n2C (stereo unspecified)
→ nt, -1.4%
[78] O=C(CSc1nnc(-c2ccncc2)o1)NC1C2CC3CC(C2)CC1C3 (stereo unspecified)
→ nt, 1.4%
[79] CCOc1ccc2nc(Cl)c(/C=C/C(=O)c3ccco3)cc2c1
→ nt, 0.5%
[80] CC1CCCCC1NC(=O)COC(=O)/C=C/c1ccc2c(c1)OCO2 (stereo unspecified)
→ -10, 2.6%
[81] CCOc1ccc(N=C2NN=C(c3cc(C)n(CC4CCCO4)c3C)CS2)cc1 (stereo unspecified)
→ nt, -7.1%
[82] O=S(=O)(Nc1cccc2c1CCCC2)c1ccc(Cl)cc1
→ -6, 6.2%
[83] O=C(OCC(=O)c1c[nH]c2ccccc12)c1ccc([N+](=O)[O-])s1
→ nt, -7.0%
[84] O=C(c1ccc(F)cc1)c1c[nH]c(C(=O)NCCCN2CCOCC2)c1
→ 15, -1.2%
[85] Cn1c(NC(=O)C2CCCO2)cc(=O)n(C)c1=O (stereo unspecified)
→ 99, 1.1%
[86] CS(=O)(=O)c1nncn1-c1ccccc1
→ nt, 6.5%
[87] N#C/C(=C/Nc1ccccc1)c1ccsc1
→ 0, 1.3%
[88] O=C(CSc1nnc(CNC(=O)c2ccccc2F)o1)c1ccc(Cl)cc1
→ 8, 1.4%
[89] CC1(C)CC(CCN(Cc2ccccc2)C(=O)c2ccco2)(c2ccccc2)CCO1 (stereo unspecified)
→ 3, -5.9%
[90] Cc1oc(-c2ccccc2)cc1C(=O)NCc1ccncc1
→ -9, nt
[91] COc1ccc2c(c1)nc(NCCCO)n2Cc1ccccc1
→ nt, -3.0%
[92] CCCC(O)(CCC)C(=O)NN(C(=O)CCl)c1ccccc1
→ nt, 2.0%
[93] CSc1ccc(OC2CCCCC2NS(=O)(=O)c2ccc(Cl)cc2)cc1 (stereo unspecified)
→ 15, -0.4%
[94] CCCCn1c(N)c(C(=S)NC(=O)CC(C)C)c(=O)n(C)c1=O
→ nt, -2.7%
[95] Cc1cccc(-c2noc(-c3ccno3)n2)c1
→ -8, -1.8%
[96] Cc1ccc(/C=N/NC(=O)c2csc3c2CCCC3)cc1
→ -12, 2.8%
[97] CC(C)(C)NC(=O)C(c1ccccc1)N(C(=O)C1CSC(=O)C1)c1ccccc1 (stereo unspecified)
→ -9, -2.5%
[98] O=C(O)C(=O)/C(=C\c1cccc2ccccc12)c1ccc2ccccc2n1
→ nt, 2.4%
[99] Cc1ccc(O)c(NC(=O)c2cc([N+](=O)[O-])ccc2Cl)c1
→ 10, -4.4%
[100] CC(C)n1c(SCc2ccccc2F)nc2c1c(=O)n(C)c(=O)n2C
→ -6, 0.7%
[101] COC(=O)c1sc(N)c(C(=O)OC)c1CSc1nc2sc3c(c2c(=O)n1C)CCC3
→ 3, 5.5%
[102] Cc1nnc2ccc(-c3cccc(C(F)(F)F)c3)nn12
→ nt, 5.1%
[103] C#CCN1C(=O)C(O)(CC(=O)c2ccc3c(c2)OCCO3)c2ccccc21 (stereo unspecified)
→ 5, 2.9%
[104] Cc1cc(C)cc(N2C(=O)c3nccnc3C2=O)c1
→ 4, 3.0%
[105] COc1cccc(NC(=O)CSc2nc3ccccc3c3nc4ccccc4n23)c1
→ 46, 5.9%
[106] COc1ccc(CCNC(=O)Cc2ccc3c(c2)OCO3)cc1OC
→ 33, 6.2%
[107] c1cncc(CN=C2Nc3ccccc3CS2)c1
→ -11, -4.0%
[108] COc1cccc(NS(=O)(=O)c2ccc3[nH]cc(C(=O)NCCCOC(C)C)c(=O)c3c2)c1
→ 11, 3.8%
[109] O=C(CNc1ccc2ccccc2c1)N/N=C/C=C/c1cccc([N+](=O)[O-])c1
→ -4, 2.7%
[110] CSCc1cc(N2CCOCC2)nc(-c2ccccc2)n1
→ 7, 1.5%
[111] Cc1ccc(NC(=O)C2CC2C)c(Cl)c1 (stereo unspecified)
→ 2, 0.7%
[112] c1ccc(-c2nnc(-c3ccco3)n2-c2ccccc2)cc1
→ -1, -1.4%
[113] Cc1nn(Cc2ccccc2)c(Cl)c1C(=O)NCc1ccc(C)n1C
→ -10, -1.8%

Bioassay records (PubChem BioAssay)
